# LmPK inhibitor = blocks Leishmania mexicana pyruvate kinase activity | Q27686 | purified LmPK, Kinase-Glo ATP luminescence, 1 h | Potency, µM (series often up to 57.5 µM), inactives show at the highest dose activity change, negative = inhibition, most hits filed as inhibitors | actives 0.37% (n = 290,000) | AID 1721
# Target sequence (Q27686 whole entry, looked up): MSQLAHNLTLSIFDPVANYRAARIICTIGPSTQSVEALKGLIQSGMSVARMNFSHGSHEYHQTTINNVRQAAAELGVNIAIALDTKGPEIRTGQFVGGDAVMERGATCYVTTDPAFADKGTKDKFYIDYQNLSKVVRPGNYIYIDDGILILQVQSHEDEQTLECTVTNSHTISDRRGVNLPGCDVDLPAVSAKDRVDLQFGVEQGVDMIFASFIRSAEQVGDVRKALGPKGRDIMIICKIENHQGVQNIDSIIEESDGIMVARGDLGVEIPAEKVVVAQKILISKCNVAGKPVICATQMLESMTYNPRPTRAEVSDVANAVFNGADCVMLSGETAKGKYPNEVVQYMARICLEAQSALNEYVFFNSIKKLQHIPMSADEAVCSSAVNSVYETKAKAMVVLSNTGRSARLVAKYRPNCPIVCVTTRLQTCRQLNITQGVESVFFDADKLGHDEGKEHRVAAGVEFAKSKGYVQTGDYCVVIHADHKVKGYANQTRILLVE
#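 Screened at intermediate enzyme activity to detect both inhibitors and activators: LmPK at 0.1 nM, with a 0.5 nM enzyme column as activation reference. PEP 0.5 mM, ADP 0.1 mM; ATP detected by luminescence after 1 h.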
# Pf growth 96h = P. falciparum growth inhibition at 96 hour, primary screen for plastid delayed-death inhibitors; P. falciparum luciferase reporter growth, 96 h; Potency, µM (highest dose often 28.7 µM), without a hit: at the top dose activity change, negative = inhibition, actives largely listed as inhibitors; actives 6.9% (n = 320,000)
#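 Cell-based qHTS: luciferase-tagged P. falciparum in erythrocytes (2% hematocrit, 0.05% parasitemia final) incubated with compounds for 96 hours, 37 C, 5% CO2; luciferase detection reagent then added and luminescence measured.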
# Tb PYK inh = inhibitors of Trypanosoma brucei pyruvate kinase; Q57TT1; TbPYK enzyme, Kinase-Glo Plus ATP luminescence, 45 min; Potency, µM (highest dose often 76.8 µM), for inactives: at the top dose activity, negative = inhibition, actives largely listed as inhibitors; actives 0.12% (n = 410,000); AID 624173; also: nearly all actives have a fitted effect of over 50% in size
#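 Luminescent Kinase-Glo Plus end-point after 45 min room-temperature reaction of T. brucei pyruvate kinase started with 130 uM ADP (final). Buffer TEA 50 mM pH 7.2 with KCl, MgCl2, BSA, Tween-20; titration-based qHTS with fitted concentration-effect curves.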
# Pf growth 48h = P. falciparum growth inhibition at 48 hours (one generation); AID 504832; actives 5.9% (n = 310,000); P. falciparum luciferase growth in erythrocytes, 48 h; Potency, µM (highest dose often 28.7 µM), inactives show top-dose activity change, negative = inhibition, most hits filed as inhibitors
#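 Erythrocytes infected with P. falciparum carrying an integrated firefly luciferase reporter (2% hematocrit, 0.1% parasitemia final) were exposed to compounds in RPMI 1640 with 0.5% Albumax at 37 C, 5% CO2. Growth inhibition was scored as reduced luminescence.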
# Sm TGR inh = blocks Schistosoma mansoni thioredoxin glutathione reductase. Q962Y6. purified TGR, DTNB reduction, TNB absorbance 405 nm. Potency, µM (series often up to 114 µM), without a hit: at the highest dose activity change, negative = inhibition, actives largely listed as inhibitors. actives 3% (n = 360,000); also: nearly all actives have a fitted effect of over 60% in size
#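 First, TGR (20 nM dispensed) and NADPH were mixed with compound. Second, a 15 min room-temperature incubation followed. Third, further NADPH and then DTNB were added to start the reaction. Finally, TNB absorbance was monitored kinetically.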
# HCV inh = blocks hepatitis C virus | Potency, µM (series often up to 41.8 µM), without a hit: at the top dose activity change, negative = inhibition, actives largely listed as inhibitors | Huh7.5.1 HCVcc-Cre infection, luciferase reporter, 44 h | actives 3.4% (n = 340,000) | AID 651820
#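 Infectious HCV cell culture screen: compound-treated cells (1,000/well, pre-plated 4 h) are infected with HCVcc-Cre at roughly 0.5 moi and grown 44 h. Infection is quantified by luciferase signal after 15 min substrate incubation at room temperature.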
# * marks the source's active call; other numbers are inactive results; i = inactive; ? = inconclusive; nt = not tested or not shown; & = joins results of further samples; [ ] = remark or other dose. Calls follow the shape of the dose curve; as a rule, active = well fitted curve in the direction sought with a large enough effect; inconclusive = small, poorly fitted or top-dose-only effect, or another doubt; inactive = no such curve, though single readings can be large; an effect the other way counts as inactive or inconclusive. % is scaled to controls: 0 for no effect and ±100 for the full control effect; potency is read from the fitted curve at half-maximal effect.
SMILES,LmPK inhibitor,Pf growth 96h,Tb PYK inh,Pf growth 48h,Sm TGR inh,HCV inh
Cc1ccc(Oc2ccc(Cl)cc2N)cc1,-2%,17%,-1%,52%[activator],8%,-30%
COc1cc(C(=O)NCC(c2ccco2)N(C)C)cc(OC)c1OC (centres undefined),-5%,?,-1%,?,-3%,-43%
COc1ccc(OCC(=O)N/N=C/C(C)=C/c2ccco2)c(Br)c1,-1%,-7%,2%,-22%,40µM*,?
Cc1ccc(NC(=O)NCCCc2ccccc2)cc1,1%,1%,0%,-22%,6%,-22%
CCNC(=O)NNC(=O)C1CC(c2cccs2)=NO1 (centres undefined),0%,19%,11%,7%,nt,9%
CC(Sc1nc2ccccc2c(=O)n1CCc1ccc(S(N)(=O)=O)cc1)C(=O)NC(N)=O (centres undefined),-1%,-4%,0%,?,-1%,-12%
COc1ccc(C)cc1NC(=O)c1cnc2n(c1=O)CCS2,3%,?,-6%,27%,5%,?
CCCn1c(N)c(C(=O)CN(C)CC(=O)Nc2ccc(C)cc2)c(=O)[nH]c1=O,nt,-25%,-1%,-28%,-1%,-9%
CCOc1ccc(CCNC(=O)CCOc2cc(C)ccc2C)cc1OCC,2%,?,3%,?,-9%,?
COc1cccc(-c2nc3ccc(O)cc3c(=O)o2)c1,?,nt,-16%,-6%,-4%,19%
C#CC[N+](CC)(CC)CC#Cc1ccccc1,-1%,?,3%,?,-2%,-14%
O=C(Nc1ccccc1)OC1CCC2CC1CCC2OC(=O)Nc1ccccc1 (centres undefined),0%,?,31%[activator],?,-1%,-22%
Cc1nnc(SCc2nc3ccccc3s2)n1-c1ccccc1,3%,?,-1%,50%[activator],-1%,?
CCN(CC)S(=O)(=O)c1ccc(N=NC2=C(O)CC(C)(C)CC2=O)cc1,-1%,-12%,2%,12%,-14%,4%
Cc1cc(C)c(NC(=O)CSc2ccc(-c3ccccn3)nn2)c(C)c1,-3%,?,-2%&-3%,-8%,3%&7%,-10%
Cn1c(SCc2cccc(C#N)c2)nc2ccccc2c1=O,8%,69%[activator],0%,10µM*,-14%,32µM*
C/C=C1\C2C=C(C)CC1(N)c1ccc(=O)[nH]c1C2 (centres undefined),nt,-18%,-3%,-1%,nt,nt
CC(=O)c1ccc(S(=O)(=O)N2CCc3ccccc3C2)cc1,1%,?,-6%,13%,-10%,-11%
O=C1C2CCCN2C(c2cccnc2)N1c1nccs1 (centres undefined),3%,-1%,-4%,8%,-10%,8%
C=CCN1C(=O)N(c2ccc(Cl)cc2)C(=O)C1CC(=O)Nc1ccc(F)cc1 (centres undefined),2%,4%,8%,-7%,-8%,-8%
CCc1ccc(CN(C)C(=O)C2CCC(=O)N(CC3CCCCC3)C2)cc1 (centres undefined),-3%,13µM*,-14%,?,1%,6%
Oc1ccc2ccccc2c1CN1CCCC1,6%,38%[activator],0%,13µM*,2.5µM*,10%
CN(O)C(=O)Nc1ccc([N+](=O)[O-])cc1,-8%,?,-1%,?,nt,11%
CC1CCCCN1CCNC(=O)C1CCN(S(=O)(=O)c2cccc3nsnc23)CC1 (centres undefined),0%,2%,0%,-15%,-9%,14%
COc1cc2c(cc1OC)C(CSc1ccccc1C(=O)O)=NC(C)(C)C2,4%,19%,2%,?,nt,?

# Whole records, quoted from the list.
# CC(Sc1nc2ccccc2c(=O)n1CCc1ccc(S(N)(=O)=O)cc1)C(=O)NC(N)=O (centres undefined) as listed: LmPK inhibitor = -1%; Pf growth 96h = -4%; Tb PYK inh = 0%; Pf growth 48h = ?; Sm TGR inh = -1%; HCV inh = -12%
# CCCn1c(N)c(C(=O)CN(C)CC(=O)Nc2ccc(C)cc2)c(=O)[nH]c1=O as listed: LmPK inhibitor = nt; Pf growth 96h = -25%; Tb PYK inh = -1%; Pf growth 48h = -28%; Sm TGR inh = -1%; HCV inh = -9%

# 4 entries drawn at random from the list so far:
SMILES,LmPK inhibitor,Pf growth 96h,Tb PYK inh,Pf growth 48h,Sm TGR inh,HCV inh
CCOc1ccc(CCNC(=O)CCOc2cc(C)ccc2C)cc1OCC,2%,?,3%,?,-9%,?
COc1ccc(C)cc1NC(=O)c1cnc2n(c1=O)CCS2,3%,?,-6%,27%,5%,?
Cn1c(SCc2cccc(C#N)c2)nc2ccccc2c1=O,8%,69%[activator],0%,10µM*,-14%,32µM*
CC1CCCCN1CCNC(=O)C1CCN(S(=O)(=O)c2cccc3nsnc23)CC1 (centres undefined),0%,2%,0%,-15%,-9%,14%

# Further compounds.
SMILES,LmPK inhibitor,Pf growth 96h,Tb PYK inh,Pf growth 48h,Sm TGR inh,HCV inh
Cc1cc(Cl)ccc1OCC(=O)NCC(=O)N/N=C/c1ccco1,-1%,29%,-5%,0%,-3%,0%
CC(=O)c1sc(NC(=O)c2ccc(Br)o2)nc1C,-13%,?,-14%,129%[activator],-27%,-5%
O=C(Nc1c(-c2ccccc2)nc2ccccn12)c1cccc(F)c1,6%,4%,-17%,19%[0.00184 µM],0%,15%
Cc1nc2sc(C(N)=O)c(N)c2c(C)c1CC(=O)c1ccccc1,-2%,-34%[5.75 µM],-22%,33%[activator],-16%,-9%
O=C(CCCN1C(=O)c2cccc3cccc(c23)C1=O)N1CCN(Cc2ccc3c(c2)OCO3)CC1,2%,?,-4%,?,-12%,?
COCCN(C(=O)CNC(=O)c1ccco1)C(C(=O)NC1CCCC1)c1ccc(OC)c(OC)c1 (centres undefined),1%,14%,0%,0%,-14%,18%
COc1ccc(OC)c(N=C(C)C2=C(O)COC2=O)c1,10%,-14%,-17%,-4%,-1%,?
CCCCCNc1nc(-c2ccccc2)nc(-n2ccnc2)n1,-1%,?,2%,?,1%,-17%
CN(c1ccccc1)S(=O)(=O)c1cccc(NC(=O)Cc2n[nH]c(=O)c3ccccc23)c1,nt,?,-4%,?,-4%,10µM*
COc1cc(OC)cc(C(=O)N[C@H](C(=O)OCC(N)=O)C(C)C)c1,-10%,-21%,-2%,-18%,-3%,35%[activator]
COc1ccc(C(=O)Nc2ccc(N3CCN(C(=O)c4ccccc4C)CC3)cc2)cc1,-2%,?,0%,?,1%,11µM*
CCC(=O)Nc1ccc(C(=O)CSc2nnc(-c3ccccc3F)n2CCc2ccccc2)cc1,1%,-27%,?,-6%,2%,-24%
Nc1c(C(=O)c2ccco2)oc2ccccc12,4%,-6%,nt,3%,-7%,nt
NS(=O)(=O)c1ccc(NC(=S)NNC(=O)c2ccc(Br)o2)cc1,-3%,?,-24%,-5%,?,6%
Cc1cnc(C(=O)OCC(=O)Nc2cccc(S(=O)(=O)N3CCCCC3)c2)cn1,1%,27%,-5%,26%,-1%,5%
O=C(O)C1CSC2(CCN(Cc3ccccc3)CC2)N1 (centres undefined),1%,27%,0%,3%,1%,5%&0%
O=C(Cn1ccc(NC(=O)OCc2ccccc2)nc1=O)NCCc1c[nH]c2ccccc12,nt,?,0%,?,-31%,2.8µM*
CCN1CCN(C(=O)c2ccc3c(c2)N(Cc2ccc(C)cc2)CCS3)CC1,9%,?,0%,?,0%,-16%
ClCc1csc(N/N=C/c2cccs2)n1,-15%,-1%,nt,-8%,1%,nt
Cc1ccc(C)c(OC(=O)C2CSC3(C)CCC(=O)N23)c1C (centres undefined),nt,?,-1%,?,-12%,20%
CC1(C)CC1C(=O)Nc1ccc([N+](=O)[O-])cc1Br (centres undefined),4%,17%,2%,19%,1%,?
O=C(NCC1CCCO1)c1ccc(Br)s1 (centres undefined),-1%,19%,1%,18%,0%,15%
CC(Oc1ccccc1)C(=O)N1CCN(c2ccc(N3CCOCC3)nn2)CC1 (centres undefined),nt,-15%,-2%,0%,-16%,-4%[8.37 µM]
CCN1C(C(=O)c2ccccc2)=C(Nc2ccccc2C)c2ccccc2S1(=O)=O,3%,10%,-4%,-18%,4%,-28%
CC(C)c1cc(CN2CCOCC2)cc(C(C)C)c1O,-5%,10µM*,4%,?,4µM*,12%
SMILES,LmPK inhibitor,Pf growth 96h,Tb PYK inh,Pf growth 48h,Sm TGR inh,HCV inh
Cc1ccccc1NS(=O)(=O)c1ccc2c(c1)n(C)c(=O)n2C,7%,-26%,-4%,3%,7%,7%
O=C(CCCN1C(=O)/C(=C/c2cccs2)SC1=S)Nc1ccccn1,5%,23%,-12%,?,11%,11%
CC(Oc1ccc(F)cc1)C(=O)Nc1ccc(N2CCOCC2)cc1N1CCOCC1 (centres undefined),nt,?,4%,?,-2%,-14%
Cc1cccc(NC(=O)CSc2nc3ccccc3o2)c1,0%,293%[activator],-2%,266%[activator],0%,-1%
COc1ccc(-n2c(SCC(=O)N3CCOCC3)nc3ccccc3c2=O)cc1,-6%,0%,3%,10%,40%[activator],12%
CCNS(=O)(=O)c1ccc(CCC(N)=O)cc1,0%,?,-4%,2%,nt,16%
OC[C@H]1O[C@H](OC[C@H]2O[C@H](OC[C@H]3O[C@H](O[C@]4(CO)O[C@H](CO)[C@@H](O)[C@@H]4O)[C@H](O)[C@@H](O)[C@@H]3O)[C@H](O)[C@@H](O)[C@H]2O)[C@H](O)[C@@H](O)[C@H]1O,nt,8%,1%,0%,-8%,20%
O=C(CN1C(=O)CSC1=O)Nc1ccccc1F,15%,42%[activator],3%,34%,0%,3%
O=c1c2ccccc2c(-c2ccc(Cl)cc2)nn1-c1ccccc1,3%,?,-1%,3.3µM*,3%,?
CCOC(=O)[C@@H]1[C@H]2COc3cc(OC)ccc3[C@@H]2N2C(=O)N(c3ccc(C)cc3)C(=O)[C@@]12C,6%,?,88%[activator],?,-30%,?
CCN(CC)S(=O)(=O)c1ccc(N2CCCC2)c(NC(=O)CN2C(=O)NC3(CCCC3)C2=O)c1,nt,?,2%,?,-3%,-23%
Cn1nnnc1SCC1=C(C(=O)O)N2C(=O)[C@@H](NC(=O)[C@@H](O)c3ccccc3)[C@@H]2SC1,nt,-13%[12.8 µM],-4%[33.2 µM],-3%[12.8 µM],nt,nt
CCOc1ccccc1-c1nnc(SCC(=O)NC2CC2)n1CC,0%,-11%,-7%,12%,-21%,-10%
Cc1cc(C)cc(NC(=O)[C@H](NC(=O)[C@@H]2Cc3ccccc3CN2)c2ccccc2)c1,3%,?,-2%,?,-1%,-20%
Cc1nc2ccccn2c1C(=O)NC1CCCC1,2%,7%,-1%,-7%,6%,27%
CC(N)Cc1ccc(O)cc1 (centres undefined),nt,?,3%,-12%,nt,nt
Cc1ccc(S(=O)(=O)Oc2ccc(/C=C(/NC(=O)c3ccccc3)C(=O)O)cc2)cc1,0%,7%,5%,-18%,nt,-6%
Cc1ccc(C(=O)Nc2nccs2)cc1,?,439%[activator],1%,i,1%,9%
CCCS(=O)(=O)NCc1ccc2c(c1)cc(C)n2C,-1%,26%,-3%,5%,4%,7%
NNC(=O)c1csc(-c2ccccc2)n1,1%,0%,3%,11%,1%,7%
CCCSc1nc2c(c(=O)[nH]c(=O)n2C)n1Cc1ccc(C)cc1,-1%,nt,1%,4%,10%,?
Cc1ccc(C23CC4CC(CC(C(=O)N5CCN(C)CC5)(C4)C2)C3)cc1,1%,?,-2%,?,8%,2.5µM*
CCC1Oc2ccc(C)cc2N(CC(=O)NC2CCCCC2)C1=O (centres undefined),0%,30%,1%,13%,-1%,11%
CC1CCCC(C)N1C(=O)CSc1nc2c(c(=O)n(C)c(=O)n2C)n1C (centres undefined),-5%,15%,-21%,0%,12%,7%
